Apoferritin bind – binds horse apoferritin like a general anesthetic; AID 485281; apoferritin/1-aminoanthracene competitive binding, fluorescence; Potency, µM (series often up to 77.5 µM), for inactives: at the highest dose activity change, negative = displacement, actives largely listed as inhibitors; actives 0.074% (n = 350,000); note: % is set by controls: 0 for no effect and ±100 for the full control effect; nearly all actives have a fitted effect of over 20% in size
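In PBS, apoferritin at 10 uM is loaded with 1-AMA from a 50% saturated solution. After 10 min of compound exposure at ambient temperature, reduced 535 nm fluorescence indicates probe displacement.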
APEX1 inh – APE1 (human) endonuclease inhibition; P27695; recombinant APE1, TAMRA/BHQ-2 abasic DNA cleavage fluorescence; Potency, µM (titrated, usually from 65.8 µM), for the others: top-dose activity change, negative = inhibition, usual class: inhibitors; actives 0.35% (n = 350,000); AID 2517;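 note: plate controls were vehicle for no effect and reference inhibitor for full effect; nearly all actives have a fitted effect of over 55% in size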
Target sequence (P27695 whole entry, looked up): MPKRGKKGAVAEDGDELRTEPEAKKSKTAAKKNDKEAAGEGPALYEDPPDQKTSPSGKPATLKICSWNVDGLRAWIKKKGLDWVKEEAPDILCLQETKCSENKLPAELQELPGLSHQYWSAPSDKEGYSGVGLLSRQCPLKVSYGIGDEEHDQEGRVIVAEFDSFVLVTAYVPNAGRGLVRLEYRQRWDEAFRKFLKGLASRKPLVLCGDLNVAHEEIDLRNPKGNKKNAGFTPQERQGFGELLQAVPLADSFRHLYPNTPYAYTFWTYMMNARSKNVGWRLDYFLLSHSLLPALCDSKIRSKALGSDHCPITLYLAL
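Activity was derived from the fluorescence gain between first and third kinetic reads (60 s intervals, ex 525/em 598 nm) after 50 nM THF-abasic TAMRA/BHQ-2 duplex was added to 0.75 nM APE1 preincubated 15 min with compound.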
POLB inh – blocks human DNA polymerase beta activity. P06746. Pol beta primer extension/strand displacement, fluorescence kinetic. Potency, µM (top dose mostly 114 µM), for inactives: at the top dose activity change, negative = inhibition, actives largely listed as inhibitors. actives 1.3% (n = 340,000). AID 485314; note: % is set by controls: 0 for no effect and ±100 for the full control effect
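Pol beta (10 nM) was preincubated with compound for 15 min at room temperature. The reaction was then started with 50 nM substrate and read immediately and after a further 10 min at room temperature.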
BAZ2B inh – inhibitors of human BAZ2B bromodomain. AlphaScreen BAZ2B-H3K14Ac peptide displacement. actives 4.4% (n = 360,000). Q9UIF8. Potency, µM (titrated, usually from 114 µM), for inactives: top-dose activity change, negative = inhibition, actives largely listed as inhibitors; note: % is set by controls: 0 for no effect and ±100 for the full control effect; nearly all actives have a fitted effect of over 60% in size
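In this displacement format the biotinylated H3(5-23) peptide acetylated at Lys14 serves as ligand at 50 nM, with BAZ2B at 50 nM in PBS pH 7.4 containing 0.01% Tween-20. Donor and acceptor beads are 10 ug/mL final.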
POLK inh – DNA polymerase kappa (human) inhibition; purified Pol kappa, fluorescent DNA synthesis assay, 10 min; Potency, µM (doses to about 107 µM), for the others: at the highest dose activity, negative = inhibition, actives largely listed as inhibitors; actives 0.53% (n = 400,000); AID 588579; note: % is set by controls: 0 for no effect and ±100 for the full control effect
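Fluorescent qHTS in 1536-well format: enzyme (10 nM) and compound sat 15 min at room temperature before 50 nM substrate (final) was added. Signal taken at 0 and 10 min; no-enzyme buffer wells were negative controls.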
POLI inh – DNA polymerase iota (human) inhibition. Q9UNA4. Pol iota fluorescent replication assay, 10 min. Potency, µM (highest dose often 115 µM), inactives show at the highest dose activity, negative = inhibition, usual class: inhibitors. actives 1% (n = 390,000)
Target sequence (Q9UNA4 whole entry, looked up): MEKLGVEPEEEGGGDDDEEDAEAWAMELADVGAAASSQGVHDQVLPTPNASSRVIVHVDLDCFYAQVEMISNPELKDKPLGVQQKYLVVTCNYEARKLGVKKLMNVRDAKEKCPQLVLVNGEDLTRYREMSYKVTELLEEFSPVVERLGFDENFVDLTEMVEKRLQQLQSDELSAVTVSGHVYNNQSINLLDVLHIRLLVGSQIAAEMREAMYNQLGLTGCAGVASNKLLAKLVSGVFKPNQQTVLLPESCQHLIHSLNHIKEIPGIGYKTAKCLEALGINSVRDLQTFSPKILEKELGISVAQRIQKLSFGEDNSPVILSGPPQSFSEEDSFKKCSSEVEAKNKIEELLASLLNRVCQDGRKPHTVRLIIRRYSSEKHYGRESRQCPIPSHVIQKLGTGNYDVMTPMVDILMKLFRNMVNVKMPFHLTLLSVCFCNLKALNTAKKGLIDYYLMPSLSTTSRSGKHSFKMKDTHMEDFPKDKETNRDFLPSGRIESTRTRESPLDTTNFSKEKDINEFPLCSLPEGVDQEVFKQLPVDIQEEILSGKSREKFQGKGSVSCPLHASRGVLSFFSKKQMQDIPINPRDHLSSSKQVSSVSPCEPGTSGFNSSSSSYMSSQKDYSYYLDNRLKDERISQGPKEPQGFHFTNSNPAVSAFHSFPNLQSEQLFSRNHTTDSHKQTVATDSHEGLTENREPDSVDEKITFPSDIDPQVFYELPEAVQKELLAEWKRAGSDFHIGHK
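Pol iota at 10 nM preincubated 15 min with compounds at room temperature; reaction started with fluorescent substrate, 50 nM final. Fluorescence read kinetically at 0 and 10 min; buffer-only wells as negative control.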
G9a inh – inhibitors of human histone lysine methyltransferase G9a | Q96KQ7 | G9a H3K9 monomethylation, AlphaScreen, 2 h | Potency, µM (top dose mostly 102 µM), for inactives: at the highest dose activity, negative = inhibition, most hits filed as inhibitors | actives 8.8% (n = 350,000); note: % is set by controls: 0 for no effect and ±100 for the full control effect; nearly all actives have a fitted effect of over 75% in size
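AlphaScreen detection with an anti-monomethyl H3K9 antibody quantified product after a 2 h room-temperature reaction containing 500 nM biotinylated H3K9 peptide, 20 µM SAM and 20 nM enzyme, which had been preincubated 15 min with compound.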
BLM helicase inh – blocks DNA unwinding by human BLM helicase. Potency, µM (highest dose often 56.1 µM), without a hit: at the highest dose activity change, negative = inhibition, actives largely listed as inhibitors. recombinant BLM DNA unwinding, fluorescence dequenching. actives 0.2% (n = 350,000). P54132;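 note: plate controls were vehicle for no effect and no enzyme for full effect; nearly all actives have a fitted effect of over 35% in size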
Pol eta inh – blocks human DNA polymerase eta activity. Q9Y253. recombinant Pol eta, fluorescent DNA replication assay. Potency, µM (highest dose often 114 µM), for inactives: top-dose activity change, negative = inhibition, hits mostly inhibitors. actives 1.2% (n = 390,000). AID 588591; note: % is set by controls: 0 for no effect and ±100 for the full control effect
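Pol eta (10 nM) was preincubated with compounds for 15 min at room temperature, after which fluorescent replication substrate (50 nM final) was added to start the reaction. Fluorescence was read kinetically at 0 and 10 min.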
Numbers without * were called inactive; u = inconclusive; x = no result given; & = joins results of further samples; [ ] = dose if it differs, or a comment. Calls come from the whole dose curve; as a rule, active = well fitted curve in the direction sought with a large enough effect; inconclusive = small, poorly fitted or top-dose-only effect, or another doubt; inactive = no such curve, though single readings can be large; an effect the other way counts as inactive or inconclusive. Potency is the fitted concentration of half-maximal effect. An excerpt; count on the stated rates, not on these rows.

cpd	SMILES	Apoferritin bind	APEX1 inh	POLB inh	BAZ2B inh	POLK inh
1	Cc1cccc(C(=O)NC(=S)Nc2ccccc2C(=O)O)c1	-5.7%	-1.8%	u	-11.1%	-4.4%
2	CCOc1ccc(CN2CCN(C/C=C/c3ccc(OC)cc3)CC2CCO)cc1 (configuration not stated)	-8.5%	2.2%	17.8%	-3.4%	0.9%
3	CCOc1ccc(NC(=O)c2ccc(CNc3c(NC4CCCCC4)c(=O)c3=O)cc2)cc1	-14.1%	-3.1%	8.9%	10.9%	3.7%
4	C/C(CC(=O)NC12CC3CC(CC(C3)C1)C2)=N\NC(=O)c1cnccn1	u	13.2%	46.6%	-10.1%	8.1%
5	CCn1c(COc2cccc(C)c2)nnc1SCC(=O)N1CCCC1	-12.0%	1.1%	4.5%	18.7%	-0.4%
6	CC(C)(C)NC[C@H](O)c1cc(O)cc(O)c1	0.3%[29.3 µM]	x	x	x	-7.3%[19.4 µM]
7	O=C(NCC1CCOCC1)c1cc(COc2cccc(C(F)(F)F)c2)on1	u	-6.0%	13.6%	9.1%	-6.9%
8	CCOC(=O)C1CCN(S(=O)(=O)c2csc(C(N)=O)c2)CC1	-9.4%&4.6%	43.6%	4.1%&27.3%	-23.9%	5.6%&2.8%
9	CC(C)CC(C)NNC(=O)c1cc2ccccc2[nH]1 (configuration not stated)	-19.4%	9.4%	12.3%	4.2%	-5.7%
10	CN(C(=O)c1ccc(NC(=O)C2CCCN(C(=O)OC(C)(C)C)C2)cc1)C1CCCC1 (configuration not stated)	x	-8.8%	x	x	-0.4%
11	CC(=O)N1c2ccc(S(=O)(=O)N3CCC(C(=O)Nc4ncccc4C)CC3)cc2CC1C (configuration not stated)	-2.0%	73.8%[activator]	2.2%	-4.5%	7.0%
12	COc1ccnc2c1c(=O)n(Cc1ccc(Cl)cc1)c(=O)n2C	-2.1%	70.1%[activator]	4.1%	-3.4%[57.1 µM]	3.9%

cpd	POLI inh	G9a inh	BLM helicase inh	Pol eta inh
1	-14.9%	44.7µM*	-1.1%	-1.2%
2	60.9%[activator]	8.1%[0.501 µM]	-1.0%	-10.4%
3	-11.2%	-1.0%	-6.0%	6.9%
4	143.6%[activator]	-2.3%[59 µM]	-0.5%	-16.6%
5	6.4%	-30.4%	-2.3%	-21.4%
6	x	34.7%[12.7 µM]	-6.9%	x
7	9.8%	6.6%	-2.1%	-2.7%
8	-18.5%&-2.5%	3.9%	0.4%&-0.7%	-1.7%&-3.7%
9	17.9%	24.1%[59 µM]	-3.1%	-13.3%
10	11.1%	x	x	-5.5%
11	-14.7%	8.3%	1.3%	-16.1%
12	-14.9%	-8.5%	-2.1%	-4.1%

3 records drawn at random from those above, as already listed:
cpd	SMILES	Apoferritin bind	APEX1 inh	POLB inh	BAZ2B inh	POLK inh
2	CCOc1ccc(CN2CCN(C/C=C/c3ccc(OC)cc3)CC2CCO)cc1 (configuration not stated)	-8.5%	2.2%	17.8%	-3.4%	0.9%
12	COc1ccnc2c1c(=O)n(Cc1ccc(Cl)cc1)c(=O)n2C	-2.1%	70.1%[activator]	4.1%	-3.4%[57.1 µM]	3.9%
11	CC(=O)N1c2ccc(S(=O)(=O)N3CCC(C(=O)Nc4ncccc4C)CC3)cc2CC1C (configuration not stated)	-2.0%	73.8%[activator]	2.2%	-4.5%	7.0%

cpd	POLI inh	G9a inh	BLM helicase inh	Pol eta inh
2	60.9%[activator]	8.1%[0.501 µM]	-1.0%	-10.4%
12	-14.9%	-8.5%	-2.1%	-4.1%
11	-14.7%	8.3%	1.3%	-16.1%

Further entries follow.
cpd	SMILES	Apoferritin bind	APEX1 inh	POLB inh	BAZ2B inh	POLK inh
13	COc1ccc(NC(=O)Cn2c(=O)n(CCc3ccccc3)c(=O)c3sc4ccccc4c32)cc1	-6.5%	x	81.4%	-2.1%	4.4%
14	CCOc1ccc(NS(=O)(=O)c2ccc(C(=O)N3CCCC(C)C3)cc2)cc1 (configuration not stated)	x	-7.1%	x	-1.2%	-4.8%
15	COCCn1c(SCC(=O)NC2CCCCC2C)nnc1-c1ccncc1 (configuration not stated)	-2.7%	60.2%[activator]	44.1%	22.1%	1.4%
16	CCOC(=O)Cc1c(C)nc(N)[nH]c1=O	-2.3%	-3.0%	-1.7%	1.2%	-5.4%
17	CCCc1nn2c(=O)c(C(c3ccc(C)cc3)c3c(O)nc4sc(CCC)nn4c3=O)c(O)nc2s1	-8.0%	0.9%	20.3%	0.2%[57.1 µM]	-5.6%
18	CCOC(=O)Nc1ccc2c(c1)Nc1ccccc1S2	-5.1%	12.2%	14.8%	28.2µM*	3.4%
19	Cc1ccc(CNC(=O)C(NS(=O)(=O)c2ccc3nc(C)sc3c2)C(C)C)cc1 (configuration not stated)	-3.9%	-1.0%	-8.3%	10.0%	-2.8%
20	COC(=O)CNC(=O)COC(=O)/C=C/c1ccccc1[N+](=O)[O-]	-2.3%	0.4%	-18.1%	-6.0%	2.6%
21	Cn1c(SCC(=O)Nc2cc(S(=O)(=O)N3CCOCC3)ccc2N2CCOCC2)nnc1-c1ccncc1	-6.1%	-1.9%	18.0%	x	-11.9%
22	Nc1nc(Cl)cc(N2CCC(c3cc(-c4ccc(Cl)cc4Cl)n[nH]3)CC2)n1	-11.5%	2.4%	35.2%	-31.8%	-18.0%
23	CNC(=O)NC(=O)CSc1nnc(-c2ccco2)n1Cc1ccccc1	-7.6%	-4.2%	15.7%	-0.2%	-16.7%
24	Cc1nn(C(C)c2n[nH]c(=S)n2-c2ccc(F)cc2)c(C)c1[N+](=O)[O-] (configuration not stated)	-11.4%	-0.5%	-20.4%	0.3%	-11.4%

cpd	POLI inh	G9a inh	BLM helicase inh	Pol eta inh
13	6.9%	12.6%[59 µM]	1.1%	-4.3%
14	34.0%[activator]	u	x	-6.9%
15	-1.5%	15.0%	-4.3%	-15.2%
16	82.7%[activator]	18.3%	-1.4%	0.0%
17	-2.6%	39.2%[activator]	-3.1%	-10.9%
18	3.2%	8.91µM*	-6.3%	-20.0%
19	3.9%	11.6%	-2.2%	3.3%
20	-2.3%	-1.7%	-2.7%	-4.3%
21	137.7%[activator]	0.2%	1.6%	-12.9%
22	u	u	-10.0%	-24.9%
23	24.3%	0.6%[12.7 µM]	-4.0%	1.6%
24	9.2%	4.47µM*	-4.6%	-4.1%

Next part
cpd	SMILES	Apoferritin bind	APEX1 inh	POLB inh	BAZ2B inh	POLK inh
25	COc1cc(CC(=O)OCC(=O)Nc2ccc3c(c2)OCO3)cc(OC)c1OC	-0.6%	u	2.6%	-2.9%	6.7%
26	N#Cc1ccc(OCC(=O)Nc2ccc(S(=O)(=O)N3CCOCC3)cc2)cc1	x	6.3%	x	x	1.1%
27	CC(=C/C(=O)O)/C(=C/c1ccccc1)C(=O)O	-14.4%	1.4%	0.8%	12.8%	-7.4%
28	CC(=O)c1cccc(OCc2cc(C(=O)N3CCC(N4CCCCC4)CC3)no2)c1	-10.3%	-2.1%	4.4%	-9.5%	-18.0%
29	CC(=O)Nc1ccc(NC(=O)C23CC4CC(C2)CC(n2cnc(Br)n2)(C4)C3)cc1	0.5%	-4.0%	2.0%	-5.8%	-11.2%
30	CN(/N=C/c1ccccc1Cl)c1ncc(Cl)cc1C(F)(F)F	4.5%	9.1%	1.3%	50.6%[activator]	-1.8%
31	CCN(C(=O)COC(=O)CC1CCCCC1)c1c(N)n(Cc2ccccc2)c(=O)[nH]c1=O	x	-3.1%	x	4.7%	5.2%
32	COc1cc(C(=O)NCCC(=O)NC2CCCCCCC2)cc(OC)c1OC	-18.9%	-2.5%	5.1%	9.9%	9.5%
33	CCOc1ccc(-n2c(Cc3cc(=O)[nH]c(=O)[nH]3)nnc2SCC(N)=O)cc1	-9.5%	-2.5%	1.5%	u	-0.7%
34	CC(OC(=O)C1CCC(=O)N1)C(=O)Nc1cc(Cl)cc(Cl)c1 (configuration not stated)	-18.9%	0.5%	4.1%	-19.5%	-23.7%
35	Cc1nc(SC(C)C(=O)NCc2ccc3c(c2)OCO3)nc(C)c1C (configuration not stated)	x	4.1%	x	x	-0.6%
36	N#C/C(=C\c1ccc(-c2ccc(Cl)c(C(=O)O)c2)o1)c1nc2ccccc2[nH]1	-1.0%	26.7µM*	u	50.1µM*	-24.9%

cpd	POLI inh	G9a inh	BLM helicase inh	Pol eta inh
25	17.7%	u	-1.0%	-19.7%
26	6.2%	x	x	0.9%
27	13.6%	11.2%	5.6%	-2.7%
28	u	x	-5.9%	-14.9%
29	18.6%	x	-0.9%	-10.8%
30	0.1%	x	-2.4%	-7.6%
31	-4.2%	4.1%[12.7 µM]	x	-6.4%
32	4.6%	-1.3%[12.7 µM]	0.7%	-6.3%
33	9.8%	44.7µM*	4.0%	-1.2%
34	-1.9%	-34.0%	-4.6%	-12.5%
35	15.5%	x	x	-3.9%
36	22.4µM*	-25.2%[59 µM]	u	22.4µM*

Remaining list, next part:
cpd	SMILES	Apoferritin bind	APEX1 inh	POLB inh	BAZ2B inh	POLK inh
37	COC(=O)c1cc2sccc2n1Cc1ccccc1	361.5%[activator]	x	-0.4%	223.0%[activator]	2.1%
38	O=C(Nc1ccc(Cl)cc1N1CCOCC1)C1CCCCC1	-6.0%	5.2%	2.7%	7.9%	-4.1%
39	Cc1ccc(-n2c(Cc3cccs3)nnc2SCC(=O)Nc2ccc(F)c(F)c2)cc1	12.4%	-6.8%	3.4%	1.1%	-7.9%
40	NC(=NCCc1c[nH]c2ccccc12)NC(=O)c1ccc(F)cc1	-6.0%	-6.2%	-6.4%	u	-5.4%
41	Cc1nn(C)c(C)c1S(=O)(=O)N1CCC(CO)(Cc2ccc(Cl)cc2)CC1	-6.2%	3.5%	9.4%	-18.7%	-6.6%
42	Cc1cccc(-n2c(=O)c3c(c4cc(C)ccc4n3C)n(CC(=O)Nc3ccc(C)cc3C)c2=O)c1	-12.6%	x	19.7%	0.1%	7.7%

cpd	POLI inh	G9a inh	BLM helicase inh	Pol eta inh
37	2.1%	99.1%[activator][59 µM]	-5.9%	-25.7%
38	-18.8%	x	-1.1%	-3.5%
39	-0.8%[58.9 µM]	-50.7%[59 µM]	-13.4%	-15.1%
40	70.8%[activator]	u	-8.7%	-22.3%
41	109.9%[activator]	-32.6%	0.9%	-9.4%
42	3.4%	1.0%[59 µM]	-0.8%	-4.4%
